# Screening data as filed in PubChem BioAssay.
# BioA inh = inhibitors of Mycobacterium tuberculosis BioA enzyme; purified M. tuberculosis BioA enzyme, plate reader; inhibition, % at 9.99 µM; hit rate 0.096% among 360,000; AID 602481; in the data active means inhibition above about 40%; inconclusive means no clear call, values can overlap the other calls
# BoNT-A LC inh2 = blocks Botulinum neurotoxin A light chain protease; inhibition, % at 10 µM; AID 588499; hit rate 0.17% among 360,000; multiplex microsphere protease substrate cleavage, flow cytometry; further: plate controls were buffer without enzyme for full effect and enzyme alone for no effect
# Mtb FBA inh = inhibitors of M. tuberculosis fructose-bisphosphate aldolase; P9WQA3; purified M. tuberculosis FBA, fluorescence read-out; inhibition, % at 1 µM; hit rate 2.3% among 360,000; in the data active means inhibition above about 27%;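 further: 0% = vehicle and 100% = reference inhibitor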
# Target sequence (P9WQA3 whole entry, looked up): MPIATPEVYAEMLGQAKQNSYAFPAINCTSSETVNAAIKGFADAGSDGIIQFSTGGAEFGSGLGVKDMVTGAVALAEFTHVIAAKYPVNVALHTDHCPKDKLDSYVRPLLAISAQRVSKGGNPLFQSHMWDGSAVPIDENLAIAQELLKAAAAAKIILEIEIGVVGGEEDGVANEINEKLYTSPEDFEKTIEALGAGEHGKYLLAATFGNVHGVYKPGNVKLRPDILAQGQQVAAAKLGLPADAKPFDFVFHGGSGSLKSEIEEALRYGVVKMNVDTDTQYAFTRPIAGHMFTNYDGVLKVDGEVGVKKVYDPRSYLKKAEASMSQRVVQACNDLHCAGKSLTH
# Mtb UGM inh = blocks M. tuberculosis UGM enzyme; P9WIQ1; purified UGM, fluorescence polarization probe displacement; inhibition, % at 10 µM; hit rate 0.06% among 320,000; in the data active means inhibition above about 10%, passing the limit was not always enough; inconclusive means no clear call, values can overlap the other calls
# Target sequence (P9WIQ1 whole entry, looked up): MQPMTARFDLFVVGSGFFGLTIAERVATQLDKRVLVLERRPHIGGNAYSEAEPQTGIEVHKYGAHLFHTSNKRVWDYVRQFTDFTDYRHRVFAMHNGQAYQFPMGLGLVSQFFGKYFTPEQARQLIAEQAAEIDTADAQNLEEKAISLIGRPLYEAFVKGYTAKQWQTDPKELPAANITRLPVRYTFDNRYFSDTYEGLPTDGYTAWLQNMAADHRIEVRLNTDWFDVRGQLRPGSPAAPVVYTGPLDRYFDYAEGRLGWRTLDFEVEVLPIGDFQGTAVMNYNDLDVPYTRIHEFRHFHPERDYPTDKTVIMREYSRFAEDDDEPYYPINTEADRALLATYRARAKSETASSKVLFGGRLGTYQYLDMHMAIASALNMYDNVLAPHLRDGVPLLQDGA
# FadD28 binding = inhibitors of Mycobacterium tuberculosis FadD28 bisubstrate binding; inhibition, % at 12.5 µM; AID 588549; hit rate 0.22% among 360,000; FadD28 bisubstrate probe binding, fluorescence polarization; in the data active means inhibition above about 8.5%, passing the limit was not always enough; inconclusive means no clear call, values can overlap the other calls
# PfHsp40 rescue = restores yeast growth despite PfHsp40 toxicity. S. cerevisiae expressing PfHsp40, growth rescue, ATP luminescence. growth rescue, % at 12.5 µM. hit rate 0.68% among 340,000. AID 504582; in the data active means growth rescue above about 28%, passing the limit was not always enough; inconclusive means no clear call, values can overlap the other calls;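 further: yeast W303a lacking pdr1 and pdr3 grown in galactose medium; growth measured after three days at 30 °C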
# GDH-TPI inh = counter-screen for M. tuberculosis FBA inhibitors: GDH-TPI coupled enzymes | inhibition, % at 4.8 µM | hit rate 1.2% among 360,000 | AID 588335 | GDH-TPI coupled enzyme counterscreen, NADH absorbance; in the data active means inhibition above about 30%;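 further: 0% = DMSO wells and 100% = wells lacking the enzyme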
# Anthrax LF inh2 = inhibitors of Bacillus anthracis lethal factor protease. P15917. multiplex microsphere protease cleavage assay, LF. inhibition, % at 10 µM. hit rate 0.12% among 360,000. AID 588501; further: plate controls were buffer without enzyme for full effect and enzyme alone for no effect
# BoNT F protease = inhibitors of Botulinum neurotoxin F light chain protease; hit rate 0.22% among 360,000; Multiplex microsphere protease cleavage assay, flow cytometry; inhibition, % at 10 µM; AID 588497; in the data active means inhibition above about 35%, passing the limit was not always enough; inconclusive means no clear call, values can overlap the other calls; further: plate controls were buffer without enzyme for full effect and enzyme alone for no effect
# * = called active by the depositor; ? = inconclusive; / = no result given; & = joins results of further samples. Unless noted, no stated cut-off is given here; in the data, active means inhibition above about 30%; inconclusive means no clear call, values can overlap the other calls; inactive means below that.
SMILES,BioA inh,BoNT-A LC inh2,Mtb FBA inh,Mtb UGM inh,FadD28 binding,PfHsp40 rescue,GDH-TPI inh,Anthrax LF inh2,BoNT F protease
Cc1cc(C)n(/C(=C\N(C)C)C(=O)c2ccc(Cl)cc2)n1,-1.1,0.4,-1,-0.1,-0.6,-0.7,2,2,-5
C=CCN1C(=O)N/C(=C/c2ccccc2OCC(=O)Nc2ccc(F)cc2)C1=O,/,0.8,1,0.3,-1.8,0.0,16,1,0
O=C(COC(=O)Cc1ccsc1)Nc1ccc(Br)cc1,10,-0.3,0,/,-1.0,2.1,7,-12,-4
CCCCc1[nH]c(=O)c(C#N)c2c1CCCC2,/,0.0,11,2.0,-2.0,0.4,12,-1,3
CC1Cc2cc(S(=O)(=O)N3CCCCC3)ccc2N1C(=O)C1CCC1 (configuration not stated),-1.3,-2.4,0,2.9,-2.4,0.0,-6,-2,-11
C=C(C)C1CC=C(C)/C(=N/Nc2ccccc2[N+](=O)[O-])C1 (configuration not stated),/,0.1,1,0.7,-0.8,0.1,6,-2,-1
CCC(C(=O)Nc1c2c(nn1C(C)(C)C)CS(=O)(=O)C2)c1ccccc1 (configuration not stated),0.1,-0.4,-1,5.8,-2.8,0.5,-3,-5,-16
O=C(c1ccc2c3n(nc2c1)-c1ccccc1CO3)N1CCOCC1,-0.3,0.2,8,1.6,-3.1,-3.6,11,-2,2
COc1ccc(C(=O)Oc2cccc3cccnc23)cc1S(=O)(=O)N1CCOCC1,1.2,-1.0,0,-0.2,-3.9,-1.1,-5,-2,2
C=CCNc1nc(C(=O)OCC(=O)Nc2cccc(SC)c2)cs1,0.2,2.4,4,/,-0.6,0.3,0,-3,9
COc1cccc(C2(O)CCN(C(=O)C3CC3)CC2)c1,-3.8,0.4,-3,-1.6,0.3,-0.7,3,3,-8
O=C(CSc1nc2ccccc2s1)NNC(=O)Nc1ccc(Cl)c(Cl)c1,0.3,-0.1,-3,-1.2,-1.3,-1.9,7,-3,-14
CC(O)CC(C(=O)NNc1ccccc1)C(=O)NNc1ccccc1 (configuration not stated),/,-2.1,0,3.2,-0.2,2.7,11,-2,-7
CCCN1C(=O)C(=O)c2cc(Cl)ccc21,0.7,-0.6,2,-2.1,-0.3,-1.1,2,-8,2
Cn1cnnc1SCC(=O)NNC(=O)COc1ccc(Br)cc1,-2.4,-0.2,1,-1.8,-0.4,0.3,-2,-3,-3
COC(=O)c1ccc(C2/C(=C(/O)c3ccc(Cl)cc3)C(=O)C(=O)N2C2CCS(=O)(=O)C2)cc1 (configuration not stated),/,0.0,3,-3.4,-0.7,-0.6,13,-4,-3
CCOc1ccc(N(CC(=O)N2CCN(c3ccccc3OC)CC2)S(=O)(=O)c2ccc(F)cc2)cc1,-0.1,-0.9,-1,-2.9,-4.3,4.3,4,-2,-2
CC(C)C[C@H]1CNC(=S)N1C[C@H]1CCCN1C[C@H](CC(C)C)N1C[C@H](Cc2ccc(O)cc2)N(CCc2ccccc2)C1=S,6.2,-1.1,-6,/,-5.8,/,/,-6,-9
CCOc1ccc(NS(=O)(=O)c2ccc(C(=O)NCC(c3ccc(OC)cc3)N3CCOCC3)cc2)cc1 (configuration not stated),/,-2.1,-3,-1.6,-7.9,-0.4,-11,2,7
COc1cccc(C2C(C(=O)c3cccs3)=C(O)C(=O)N2CCN2CCOCC2)c1OC (configuration not stated),-1.9,0.8,1,/,0.0,1.7,14,9,-2
CN(C)c1ccc([P+](=O)c2ccc(N(C)C)cc2)cc1,/,0.9,0,-2.8,-3.2,-1.4,1,-8,3
CC(c1ccon1)N(C)Cc1cn(Cc2ccccc2)nc1-c1ccc2c(c1)OCO2 (configuration not stated),/,0.3,0,-0.5,-2.6,2.1,11,-4,-1
COc1ccc(CN(C(=O)c2cc3ccccc3oc2=O)C2CCCCC2)cc1OC,/,-0.7,2,-0.4,-3.4,1.1,4,0,6
S=c1[nH]c2ccccc2[nH]1,/,0.2,-1,-1.2,-3.5,-0.4,-5,2,0
CC(=O)c1ccc(NC(=S)NC(=O)/C=C/c2ccco2)cc1,-0.1,/,-2,2.5,0.2,-0.9,51*,/,/

# The final three records of the section before open the next one:
SMILES,BioA inh,BoNT-A LC inh2,Mtb FBA inh,Mtb UGM inh,FadD28 binding,PfHsp40 rescue,GDH-TPI inh,Anthrax LF inh2,BoNT F protease
COc1ccc(CN(C(=O)c2cc3ccccc3oc2=O)C2CCCCC2)cc1OC,/,-0.7,2,-0.4,-3.4,1.1,4,0,6
S=c1[nH]c2ccccc2[nH]1,/,0.2,-1,-1.2,-3.5,-0.4,-5,2,0
CC(=O)c1ccc(NC(=S)NC(=O)/C=C/c2ccco2)cc1,-0.1,/,-2,2.5,0.2,-0.9,51*,/,/
CCN1C(=O)N[C@@H](c2cccs2)C(C(=O)OC)=C1C,-1.5,0.2,1,-1.0,-5.3,-2.9,6,4,1
O=C(O)c1cccc(N/N=C/c2ccc(OC(F)(F)F)cc2)c1,0.3,0.6,-1,1.2,?,0.2,15,3,-4
CCCOc1ccc(/C=C2/C(=O)ON=C2C)cc1Cl,-1.1,-3.4,0,-0.1,-1.3,0.4,1,-14,-16
CC(=O)c1c(C)[nH]c(C(=O)Nc2cccc(C)n2)c1C,2.1,0.1,0,0.1,0.5,0.3,10,0,4
CCOC(=O)c1c(CC(C)C)csc1N,-3.2,-1.4,0,1.7,-2.6,0.9,-3,-6,-9
O=C(CN1CCN(S(=O)(=O)c2ccc(F)cc2)CC1)Nc1ccc(Cl)c(C(F)(F)F)c1,-0.9,-0.3,-7,1.8,-5.4,6.5,-10,-3,-16
COc1cc(C(=S)N2CCOCC2)cc(OC)c1OS(=O)(=O)c1ccc(NC(C)=O)cc1,-0.2,0.4,4,0.6,-4.6,0.4,-10,0,6
COc1cc(/C=C2\C(=O)N(c3ccc(S(N)(=O)=O)cc3)N=C2C)ccc1OC(=O)c1ccco1,/,0.6,-3,0.2,1.0,0.4,7,0,0
Nc1[nH][nH]c(=O)c1N=Nc1cccc(Cl)c1,-0.9,-0.7,-7,1.0,0.8,-1.1,7,3,-4
COC(=O)c1cc2c(n1S(=O)(=O)c1ccc(C)cc1)C(=O)C(=O)c1[nH]cc(C(=O)OCc3ccccc3)c1-2,/,-0.4,0,/,-0.2,-2.1,14,-6,-5
COc1ccccc1CNC(=O)C1(C)CCN1Cc1ccc2ccccc2c1 (configuration not stated),-0.9,-0.4,-2,/,-5.5,/,11,-1,-4
COc1ccc2[nH]c3c(=O)n4c(nc3c2c1)SCCC4,-1.6,0.1,71*,-0.2,-3.9,1.2,1,-1,-5
CC(C)(C)C(=O)CSc1ccc(S(=O)(=O)N2CCN(Cc3ccccc3)CC2)cn1,-0.3,-1.8,-4,-3.6,-0.4,-0.8,-6,-4,-4
O=C(NCc1cc(Cl)cc(Cl)c1)c1ccc2nc([C@H]3C[C@H](O)[C@@H](CO)O3)[nH]c2c1,1.6,0.3,-2,/,-7.5,/,-8,-6,-6
O=C(NC(Cc1ccccc1)C(=O)O)/C(=C\c1ccc(Cl)cc1)NC(=O)c1ccco1 (configuration not stated),-0.1,-1.8,0,1.5,0.8,-0.1,5,-1,-3
N#C/C(=C\c1ccc(-c2ccccc2)o1)C(=O)Nn1cnnc1,/,-0.7,-3,-3.0,-1.2,-0.4,13,1,-20
CCOc1cc(C(N)=O)cc(Br)c1OC,-2.9,-0.3,-1,-2.3,0.5,1.4,-6,10,-10
CCCOc1ccc(C(=O)NCC(c2ccco2)N(C)C)cc1OC (configuration not stated),/,0.5,5,0.6,-0.9,-0.8,-1,1,-5
OC1(CC#CCN2CCCCC2)c2ccccc2-c2ccccc21,/,-11,1,3.8,0.3,-0.8,-6,2,?
CCOC(=O)C1(Cc2cccc(Cl)c2)CCCN(C(=O)CCC(=O)N(C)C)C1 (configuration not stated),/,0.0,0,0.1,-1.7,-0.2,9,0,0
Cc1nn(C)c(Cl)c1CN1CCN(CC(C)C)C(CCO)C1 (configuration not stated),1.0,0.0,1,0.9,-1.8,1.6,11,-1,-5
Cc1cc(NC(=O)CSc2nnnn2-c2ccc(C(C)C)cc2)no1,1.4,-0.9,2,3.3,-0.9,0.3,-4,13,-2
Cc1ccc(NC(=O)CN2C(=O)COc3ccc(C)cc32)nc1,-1.2,4.2,1,-2.4,-1.3,-0.8,-4,-2,6
CCc1nc2ccc(C(=O)N(C)CC(=O)Nc3ccccc3C(F)(F)F)cc2nc1CC,/,-0.3,1,-1.3,2.1,0.1,18,-4,-5
Cc1cc(=O)c(C(=O)O)nn1-c1ccccc1Cl,1.5,2.4,-1,5.3,-3.1,-0.2,-16,2,6
# Next compounds:
SMILES,BioA inh,BoNT-A LC inh2,Mtb FBA inh,Mtb UGM inh,FadD28 binding,PfHsp40 rescue,GDH-TPI inh,Anthrax LF inh2,BoNT F protease
Cc1cccc(NC(=S)Nc2cccc3ccccc23)c1,0.0,0.4,47*,-3.2,-4.7,0.5,12,-2,-2
COCCCN1C(=O)C(=O)/C(=C(/O)c2ccc(S(=O)(=O)N3CCOCC3)cc2)C1c1cccc(Cl)c1 (configuration not stated),-0.2,0.4,-1,2.2,-2.3,-1.0,26,3,-2
COc1ccccc1-n1cnnc1SC(C)C(=O)NCC1CCCO1 (configuration not stated),-1.0,-0.8,0,-1.1,-0.3,2.3,4,-2,-3
Cc1ccc(C2(C)NC(=O)N(CC(=O)Nc3nc(-c4ccccn4)cs3)C2=O)cc1 (configuration not stated),-0.3,7.6,2,-1.3,-2.5,0.5,-4,2,-2
CCc1ccc(OCC(=O)NNC(=O)c2c(CC)noc2C)cc1,/,-0.6,-1,-0.2,-3.5,0.9,-7,-7,0
C[C@@H]1CN([C@@H](C)CO)C(=O)c2cc(NC(=O)c3ccncc3)ccc2O[C@@H](C)CCCCO[C@@H]1CN(C)C(=O)Cc1ccccc1,-1.4&-0.9,-0.4,-2,/,-0.9,/,7,5,-3
CCC(c1ccccc1)c1nc(-c2cccnc2)no1 (configuration not stated),-1.2,-0.8,-1,-0.6,-1.0,-0.5,5,-4,-8
COc1ccc2c(c1OC)C(=O)N1c3ccccc3COC21 (configuration not stated),0.0,0.0,2,-0.7,-1.3,-1.5,0,-5,-9
O=C1N=c2ccccc2=C1c1sc(=S)n(Cc2ccccc2Cl)c1O,-1.6,-0.9,-3,-0.7,-1.5,-0.3,7,-15,?
CCC(C)[C@@H](CN(N=O)[C@@H](Cc1ccccc1)CN(C)N=O)N(CCc1ccccc1)N=O (some centres not stated),0.9,0.7,1,-0.1,-1.4,0.8,7,15,-2
COc1ccc(N2CCN(C(=O)CNC(=O)c3ccco3)CC2)cc1,-2.6,4.0,-1,-0.6,0.9,-0.9,-3,-1,10
Cc1sc2ncn(CC(=O)NCCN3CCOCC3)c(=O)c2c1S(=O)(=O)N1CCC(C)CC1,-1.4,-2.4,0,3.5,-0.7,-1.9,3,-5,-24
O=C(Nc1ccc([N+](=O)[O-])cn1)c1cc(-c2cccc(Br)c2)nc2ccccc12,-0.9,0.9,2,-0.3,-0.1,-1.1,23,-3,-4
COc1ccc(-c2ocnc2C(=O)N2CCN(C(c3ccccc3)c3ccccc3)CC2)cc1,-1.0,-0.8,3,-0.4,0.0,0.5,5,2,-7
CSc1nc(-c2ccccc2)nc(NC(=O)C(C)C)c1C(C)=O,/,0.5,-1,0.5,-3.2,-0.3,-2,-5,-4
Cc1cccc(OCC(=O)OCC(=O)c2c(N)n(C)c(=O)n(C)c2=O)c1,-1.1,-0.3,-1,-2.0,-0.8,-0.6,-1,-4,3
COC(=O)c1c(C(=O)OC)c(-c2ccc(Cl)c(Cl)c2)n2c1CCC2,/,-0.3,0,2.3,-2.3,0.1,-2,-6,1
COc1ccc(CCNC(=O)CSCc2ccc(C)cc2)cc1OC,/,0.1,8,4.0,-2.1,0.0,-6,0,-3
O=S(=O)(NCCS(=O)(=O)N1CCN(c2ccccc2)CC1)c1ccc(F)cc1,/,-0.4,-1,-2.2,-1.8,0.2,-4,-4,?
